HIV Rev-RRE inh – disrupts HIV-1 Rev binding to RRE RNA. inhibition, % at 8 µM. AID 704. 0.79% of 97,000 active. Rev peptide-RRE RNA binding, FRET;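 active = inhibition above the screen-wide mean plus 3 SD, cut at about 35% in these data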;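 note: 0% = median DMSO wells and 100% = median Neomycin B control wells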
Target sequence (P05866 whole entry, looked up): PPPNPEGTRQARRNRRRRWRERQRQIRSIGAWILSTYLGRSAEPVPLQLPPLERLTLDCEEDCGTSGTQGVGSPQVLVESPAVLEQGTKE
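System: Cy5-labelled duplex RRE RNA binding fluorescein-labelled HIV Rev peptide; Signal: fluorescein-to-Cy5 FRET, 480 nm excitation; Also added: labelled Rev peptide; Compound: one concentration, 8 µM nominal; Buffer or medium: HEPES pH 7.5 salt buffer with EDTA; Read-out: % inhibition of FRET ratio versus controls; Schedule: 5 min preincubation and 15 min binding, 25 °C.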
cytoskel mod – alters cytoskeleton assembly in HUVEC cells | HUVEC TNFa F-actin phalloidin imaging, high content | inhibition, % at 2 µM | 0.18% of 91,000 active | AID 836;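 active = inhibition above the batch mean plus 3 SD and confirmed as a hit by visual image inspection, cut at about 30% in these data, passing the limit was not always enough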; note: strong numbers were not always called active
PLK1 inh – PLK1 (human) kinase inhibition. AID 619. recombinant PLK1 kinase, TR-FRET peptide phosphorylation. P53350. inhibition, % at 10 µM. 0.53% of 97,000 active;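 active = inhibition of 50% or more in the single-concentration screen; inactive = inhibition below 50%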;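 note: 0% = DMSO max control and 100% = H-89 dihydrochloride min control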
LYP act – activators of human LYP (PTPN22) phosphatase | recombinant LYP, DiFMUP fluorescence; 0 = plate median, 100 = signal doubled | activation, % at 2 µM | AID 697 | 0.11% of 96,000 active;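 active = activation at 2 µM above a set limit, the mean plus 5 SD, cut at about 37% in these data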
PLK1 PBD inh – Plk1 (human) PBD binding inhibition; P53350; Plk1 PBD phosphopeptide binding, fluorescence polarization; inhibition, %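 (tested at about 20 µM)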; 0.13% of 97,000 active; in the data active = inhibition above about 34%, passing the limit was not always enough
PTK2B oligo ant – blocks oligomerization of human Pyk2 in cells; 0.83% of 99,000 active; AID 1347419; z-score (the deposit names both 25 µM and 10 µM); Q14289; Q293 cells, Pyk2 FERM NanoBiT luminescence; stronger effect = lower value;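 active = Z-score of -3 or lower, scaled per plate to the spread of control and sample wells; inactive = z-score above -3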;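 note: negative z-score means lost luminescence so less FERM oligomerization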
FAK blocker – inhibitors of human focal adhesion kinase; Q05397; AID 727; 0.84% of 97,000 active; inhibition, %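 (tested at 7 µM)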; biochemical FAK kinase activity assay; in the data active = inhibition above about 19%;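 note: 0% = DMSO and 100% = reference compound high control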
EphB4 antag – blocks human EphB4 binding to ephrin-B2; 0.15% of 97,000 active; inhibition, % at 7 µM; EphB4 LBD / TNYL-RAW-Alexa532 peptide, fluorescence polarization; P54760;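 active = inhibition above the screen-wide mean inhibition plus 3 SD, cut at about 15% in these data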;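 note: 0% = DMSO wells and 100% = excess unlabeled TNYL-RAW peptide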
Target sequence (P54760 whole entry, looked up, the tested form may be a part): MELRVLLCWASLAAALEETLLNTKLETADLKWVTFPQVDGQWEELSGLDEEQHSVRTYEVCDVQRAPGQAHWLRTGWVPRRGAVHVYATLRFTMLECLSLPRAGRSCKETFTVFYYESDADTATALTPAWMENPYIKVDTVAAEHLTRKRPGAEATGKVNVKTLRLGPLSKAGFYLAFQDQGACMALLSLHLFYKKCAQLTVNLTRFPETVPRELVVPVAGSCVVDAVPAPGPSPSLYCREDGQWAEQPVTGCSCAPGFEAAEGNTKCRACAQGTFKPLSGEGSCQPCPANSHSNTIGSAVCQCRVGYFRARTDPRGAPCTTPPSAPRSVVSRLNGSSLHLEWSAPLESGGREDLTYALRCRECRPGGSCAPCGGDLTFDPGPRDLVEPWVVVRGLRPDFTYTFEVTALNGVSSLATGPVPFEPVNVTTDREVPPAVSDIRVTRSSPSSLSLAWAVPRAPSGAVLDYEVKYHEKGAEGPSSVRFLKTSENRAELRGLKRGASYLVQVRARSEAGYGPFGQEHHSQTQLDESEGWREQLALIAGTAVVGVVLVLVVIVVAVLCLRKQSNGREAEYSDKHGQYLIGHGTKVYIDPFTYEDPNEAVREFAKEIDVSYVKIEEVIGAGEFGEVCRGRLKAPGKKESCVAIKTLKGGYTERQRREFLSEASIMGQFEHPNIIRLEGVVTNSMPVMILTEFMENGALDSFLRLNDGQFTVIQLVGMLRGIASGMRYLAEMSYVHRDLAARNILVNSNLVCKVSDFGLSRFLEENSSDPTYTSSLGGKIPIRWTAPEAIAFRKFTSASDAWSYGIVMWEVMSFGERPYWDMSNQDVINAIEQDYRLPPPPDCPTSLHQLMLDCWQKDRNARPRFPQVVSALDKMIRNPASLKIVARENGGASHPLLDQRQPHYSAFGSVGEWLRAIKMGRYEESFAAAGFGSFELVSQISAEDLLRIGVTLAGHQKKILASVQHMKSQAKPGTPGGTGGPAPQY
PTPN22 inh 2 – blocks human PTPN22 phosphatase activity; recombinant LYP catalytic domain, DiFMUP fluorescence; inhibition, % at 2 µM; 0.21% of 96,000 active; AID 640;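 active = inhibition at 2 µM at or above a set limit, the screen mean plus 3 SD, cut at about 24% in these data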;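 note: 0% = DMSO with enzyme and 100% = enzyme fully blocked by orthovanadate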
Numbers without * were called inactive; i = inactive; / = no result given; [ ] = another dose, or the depositor's remark.

Molecule	HIV Rev-RRE inh	cytoskel mod	PLK1 inh	LYP act	PLK1 PBD inh	PTK2B oligo ant	FAK blocker	EphB4 antag	PTPN22 inh 2
Cn1nc(C(F)(F)F)c(C(=O)Nc2cccc(Cl)c2)c1Cl	2	/	-11	/	-17	0.58	3	-1	/
COc1ccc(C)cc1S(=O)(=O)N(C)CC(=O)N1CCCCC1	2	23	-11	-2	-2	0.02	1	2	-1
CC(C)C1Oc2ccccc2N(CC(=O)N(Cc2ccccn2)C2CC2)C1=O (stereo not given)	2	-3	-11	22	-23	0.09	1	5	-22
COCCNC(=O)CCc1c(C)nc2c(-c3ccc(F)cc3)c(C)nn2c1C	5	8	2	2	-4	/	-4	7	-3
Cc1c(C(=O)Nn2cnnc2)oc2ccccc12	6	13	-8	-7	12	-0.4	1	-1	8
CC1=CC(=C2C(=O)c3ccccc3C2=O)C=C(C)N1Cc1ccco1	10	3	-3	0	4	/	24*	-4	-2
Cc1[nH]n(-c2ccccc2)c(=O)c1CCOC(=O)c1ccc(C(F)(F)F)cc1	4	0	-5	-13	-25	-0.25	-7	6	16
CCCn1c2ccccc2c2cc(C(=O)O)ccc21	2	/	i	/	1	/	-3	-9	/
COc1ccc(-c2[nH]nc3oc(=O)cc(C)c23)cc1	-2	-3	-10	8	-5	1.7	-1	-1	-4
O=C(c1cc(C2CC2)nc2ccccc12)N1N=C(C(F)F)CC1(O)C(F)F (stereo not given)	7	9	-9	7	-19	-0.21	2	-1	-8
C/C(N)=C(/C#N)C(=O)COC(=O)CSc1ccc2ccccc2c1	0	4	-7	-8	-34	1.6	0	3	7
COCCNC(=O)c1c(NC(=O)c2nc(SC)ncc2Cl)sc2c1CCCC2	4	28	-6	-5	1	-0.31	0	-4	3
CCCc1[nH]nc2c1C(c1ccncc1)C(C#N)=C(N)O2 (stereo not given)	1	5	11	4	-27	0.1	-1	8	-7
COc1ccc(OC)c(NC(=O)C2CCCN(S(=O)(=O)c3cccc4nsnc34)C2)c1 (stereo not given)	4	-30	-4	4	20	0.2	2	-5	-5
Cc1noc(C)c1S(=O)(=O)N1CCN(c2ccccc2)CC1	2	9	-3	-2	6	/	-1	-8	2
N=c1c2c(ncn1CCN1CCOCC1)Oc1ccc3ccccc3c1C2c1ccccc1 (stereo not given)	17	-9	0	-2	-25	-1.9	4	-10	2
Cn1nc(-c2ccccc2F)c2cc(C(=O)N3CCN(C(=O)c4ccco4)CC3)sc21	3	-5	-12	7	7	0.14	-1	-1	-9
CCOC(=O)c1cc2c(C(F)(F)F)cc(-c3cccnc3)nc2o1	9	-12	-5	-6	5	-0.06	3	5	4
CON=C1CCN(c2ncc(C(F)(F)F)cc2Cl)CC1	5	3	-12	3	-17	-0.74	-4	3	-4
COC(=O)c1ccc(C(=O)OC)c(NC(=O)CS(=O)(=O)Cc2ccccc2)c1	6	-6	-4	-4	20	-0.03	-2	2	9
N=C1C(c2nc(-c3ccc(F)cc3)cs2)=C(O)CN1Cc1ccc(Cl)cc1	11	-15	-11	-2	-11	-0.27	10	-11	0
COc1cccc(OCC(O)CN2CC(C)CC(C)C2)c1 (stereo not given)	2	-44	-8	3	14	0.8	-2	-6	-4
CCOc1cc(C2C(C#N)=C(N)Oc3n[nH]c(C)c32)ccc1OCCN1CCOCC1 (stereo not given)	9	18	-20	11	-4	0.4	0	1	-11
CCOC(=O)c1nc(N)sc1C(=O)OCC	-3	-22	-7	0	-5	0.6	9	-1	0
Cc1nn(C(=O)c2ccccc2)c2c1C(=O)CC(C)(C)C2	4	1	1	-6	-23	0.82	-2	-4	4
CCn1c(SCC(=O)c2ccc3c(c2)OCCO3)nnc1C(C)C	-2	14	-11	-1	6	0.08	-2	1	-2
COc1cc(C2=NOC(C(=O)N3CCCc4ccccc43)C2)cc(OC)c1OC (stereo not given)	7	-10	-3	-3	-8	-0.24	-1	3	1
COc1cc(NC(=O)C2CC2C)c(C(=O)O)cc1OC (stereo not given)	29	1	-5	10	-5	-0.01	8	-1	-15
O=C(COC(=O)c1ccco1)Nc1ccc2c(c1)OCCO2	6	12	-4	8	-6	1.4	4	-7	-8
Cc1onc(-c2ccccc2)c1C(=O)Nc1cccc2nsnc12	-3	-18	-27	-8	-1	0.01	-5	11	7
COc1nonc1NC(=O)CSc1nc2ccccc2[nH]1	5	-13	-1	-3	13	-0.09	1	10	1
O=C(CN1CCOCC1)Nc1cccc(Cl)c1Cl	4	-11	-2	6	8	-0.54	-6	7	-6
Cc1ccc(N=Cc2ccc(O)cc2O)cc1F	10	1	-1	-6	2	-0.7	0	-3	10
CCN1CCN(c2cc(=O)n(-c3cc(Cl)ccc3C)c(=O)[nH]2)CC1	15	-12	-6	-7	-6	1.1	0	-1	6
COc1ccccc1CNCc1ccc(OC)c(OC)c1OC	1	-3	-9	-8	-29	0.68	0	-2	8
O=C(NC1CCCC1)c1ccc(Br)o1	8	/	-5	1	-11	0.02	0	-10	0
Cc1cc(C)cc(-n2nnnc2-c2cn(C)nc2C(F)(F)F)c1	6	5	-3	-11	-29	-0.18	1	-5	13
Cc1ccc(SCc2ccc(C(=O)NCc3ccncc3)cc2)cc1	9	9	-3	-2	12	-0.25	43*	3	5
O=C1CN(C(=O)c2ccccc2F)c2ccccc2N1	4	-4	-7	-2	11	-0.59	1	-4	3
CC1Cc2ccccc2N1C(=O)Cn1nc(C(=O)O)c2ccccc2c1=O (stereo not given)	16	-4	-7	-3	19	-0.01	0	-8	3
CC(=O)Nc1ccc(NC(=O)CN2CCCC(C)C2)c(Cl)c1 (stereo not given)	5	6	-10	-1	10	-0.36	-1	-2	5
CC1(C)CC(=O)C2=C(C1)Nc1cc3c(cc1C2c1ccc(F)cc1)OCO3 (stereo not given)	4	14	-13	-9	-3	-0.13	10	3	12
COc1ccc2nc3oc(C(=O)N4CCCCC4)cc3cc2c1	5	-6	-18	1	15	-0.56	0	7	3
Cc1csc(SCC(=O)N2CCN(S(=O)(=O)c3ccccc3)CC2)n1	-1	12	-7	7	-22	1.1	-3	1	-9
N#Cc1c(-c2ccccc2)c(-c2ccccc2)n(Cc2ccco2)c1NC(=O)c1cccs1	7	19	-9	-6	-20	-2.5	-1	1	11
COc1ccc(Nc2cc(C(=O)NCCCN3CCN(C)CC3)c3ccccc3n2)cc1	0	1	-4	11	8	-1.1	-3	-5	-13
CCOC(=O)Cn1nc(/C=C/c2ccc(C)cc2)ccc1=O	3	-23	-9	17	-1	0.77	-4	-5	-13
O=c1cc(-c2ccccc2)n(S(=O)(=O)c2ccc3ccccc3c2)o1	-1	-3	-16	-4	12	1.1	-1	-3	5
CCCCn1c(CN(C)Cc2ccccc2)nc2c1c(=O)n(C)c(=O)n2C	4	6	-8	6	-27	-0.38	0	-6	-7
COc1ccc(C(c2nnnn2C2CCCC2)N2CCC(C)CC2)cc1 (stereo not given)	9	8	-13	1	5	-1.4	0	9	-2
CC1=CC(C)(C(Cl)Cl)C(C)=CC1=O (stereo not given)	5	0	-6	3	-7	0.7	3	-2	-5
COc1ccc(-c2cc(C(F)(F)F)n3nc(C(=O)O)nc3n2)cc1	4	-35	27	-2	0	-0.71	-1	-6	1
Cc1cc(O)c(C(C)C)cc1NC(=O)c1ccc(Cl)cc1	1	-5	-8	16	20	0.06	3	-11	-9
COc1ccc(OC)c(S(=O)(=O)Nc2ccc(C)c(C)c2)c1	12	-5	-1	2	-21	-0.46	0	7	-2
Cc1ccccc1N/N=C1\CCCNC1=O	3	-3	-11	-5	-3	0.75	4	4	8
COc1ccccc1Nc1nc(N)nc(CSc2nc(C)cc(C)n2)n1	5	5	4	-3	-13	-0.64	-3	2	2
CN(CC(=O)NCCc1ccccc1)S(=O)(=O)c1ccc(Br)cc1	7	10	-16	5	18	0.14	1	-1	-6
COc1cc(S(=O)(=O)NCc2cccnc2)c(OC)cc1Br	1	20	-12	2	-16	0.44	2	-6	-5
CCOC(=O)N/N=C/c1ccc(C)o1	1	4	-6	5	32	-0.08	-3	0	-3
O=c1cc(CO)oc(CN2CCN(c3cccc(C(F)(F)F)c3)CC2)c1O	-1	-6	1	0	-9	0.22	-1	4	1

Overlap with the part before: 2 compounds, followed by the next part.
Molecule	HIV Rev-RRE inh	cytoskel mod	PLK1 inh	LYP act	PLK1 PBD inh	PTK2B oligo ant	FAK blocker	EphB4 antag	PTPN22 inh 2
CCOC(=O)N/N=C/c1ccc(C)o1	1	4	-6	5	32	-0.08	-3	0	-3
O=c1cc(CO)oc(CN2CCN(c3cccc(C(F)(F)F)c3)CC2)c1O	-1	-6	1	0	-9	0.22	-1	4	1
Cc1cc(C)c(C#N)c(OCC(=O)c2ccc(Br)cc2)n1	10	-20	-2	7	-23	-1.4	-4	4	-4
O=S(=O)(N/N=C/c1cn(Cc2ccccc2)c2ccccc12)c1ccccc1	6	-14	-9	3	9	-0.71	-2	0	0
Cc1c(-c2ccccc2)nc2ccccc2c1C(=O)O	2	-4	-9	-6	-11	0.87	1	1	0
C=CCOc1nc2c(c(=O)n(Cc3ccc(Cl)c(Cl)c3)c(=O)n2C)n1C	9	8	-14	-3	-15	-1.5	1	3	3
CCCN(CCC)C(=O)COc1cc(=O)n(CC)c2ccccc12	3	3	-12	4	10	/	0	3	-7
O=C(CSc1nc2cc(Cl)ccc2s1)c1cc2ccccc2o1	68*	2	-9	-4	10	0.4	-2	-4	6
Cc1ccc(N2CSC3=C(C#N)C(c4cccs4)CC(=O)N3C2)cc1 (stereo not given)	10	0	-3	7	-18	/	-9	5	-7
CCCc1cc(C(=O)Cc2ccc(F)cc2)c(O)cc1O	15	4	-7	1	-16	-2.3	0	0	0
c1ccc(C2OCC3(CO2)COC(c2ccccc2)OC3)cc1 (stereo not given)	1	-1	-8	4	1	-0.23	1	2	1
O=C1c2ccc(Oc3ccc4c(c3)C(=O)N(CCCCO)C4=O)cc2C(=O)N1CCCCO	7	42	-5	-4	-20	-1.2	0	5	1
CCn1c(=O)c(C(=O)NCc2ccc(OC)c(OC)c2)c(O)c2ccccc21	6	/	-11	-8	-1	-1.2	-1	-4	6
COC(=O)C1CCN(S(=O)(=O)c2c(C)n(C)c(=O)n(C)c2=O)CC1	3	-3	3	-6	8	/	-3	-2	5
O=C(c1cccc(F)c1)N1CCc2ccccc21	-3	-13	-1	4	-39	0.68	0	-5	-1
Cc1sc(NC(=O)C2CCCCC2C(=O)O)c(C(N)=O)c1C (stereo not given)	0	-6	-5	8	17	-0.1	-14	-6	-3
CCOc1ccc2noc3c2c1C(=O)c1ccccc1-3	133*[fluorescence artefact?]	/	-17	-5	39	-1	16	2	3
CCc1nc(OCCN(C)C)c2oc3ccccc3c2n1	0	1	-1	-5	12	-0.2	2	5	2
COc1ccc(N2CCN(c3nc(Nc4ccc(F)cc4)nc(OC)n3)CC2)cc1	4	-15	-9	2	-30	/	0	-5	0
O=C(Nc1ccc2c(c1)OCCO2)C1CCCN(S(=O)(=O)c2cnc[nH]2)C1 (stereo not given)	2	-1	-12	4	-27	/	-2	2	-5
O=C1C2C3CCCC3=C3CCCC3C2C(=O)N1c1ccccc1 (stereo not given)	8	33	-1	-4	5	0.26	5	0	2
CC(C)c1ccc(N(C(=O)C(F)(F)F)C(C(=O)NC2CCCCC2)c2ccncc2)cc1 (stereo not given)	6	-50	-6	-3	9	1.1	-1	-8	0

Compounds were not picked by outcome; overall some 3.5% were active at least once.
